Bioassay records: PubChem, several laboratories
NPR1 activator – GC-A (human) enzyme activation; HEK293 GC-A cells, cGMP TR-FRET, EC30 ANP; 0% at EC30 ANP, 100% saturating ANP; activation, % at 10 µM; 0.14% of 370,000 active; in the data active means activation above about 40%
PG9 Ab binder – PG9 antibody binding by small molecule; TR-FRET gp120-PG9 antibody binding; inhibition, % at 6.7 µM; 0.43% of 360,000 active; in the data active means inhibition above about 8.5%
hcDAF-12 act – H. contortus DAF-12 activation, primary screen. HEK293 hcDAF-12 lit1-tk-luc reporter, luminescence; 0% DMSO, 100% Δ7-dafachronic acid. activation, % at 6.8 µM. 1.4% of 370,000 active;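 active means activation above the mean of all tested compounds plus 3 SD, cut at about 5.5% in these data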;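 further: 100% = response to 3 µM Δ7-dafachronic acid high control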
DAX1 inh-1 – NR0B1 (DAX1) inhibition; HEK293 Gal4-DAX1 luciferase reporter, luminescence; P51843; 0.99% of 340,000 active; AID 504766; inhibition, % at 6.75 µM;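 active means inhibition above the mean over all tested compounds plus 3 SD, cut at about 4.2% in these data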;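 further: 0% = DAX1-transfected cells with DMSO and 100% = empty-vector control cells with DMSO; inhibition shows as a rise in luminescence from relieved DAX1 repression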
Target sequence (P51843 207-470 limits assumed): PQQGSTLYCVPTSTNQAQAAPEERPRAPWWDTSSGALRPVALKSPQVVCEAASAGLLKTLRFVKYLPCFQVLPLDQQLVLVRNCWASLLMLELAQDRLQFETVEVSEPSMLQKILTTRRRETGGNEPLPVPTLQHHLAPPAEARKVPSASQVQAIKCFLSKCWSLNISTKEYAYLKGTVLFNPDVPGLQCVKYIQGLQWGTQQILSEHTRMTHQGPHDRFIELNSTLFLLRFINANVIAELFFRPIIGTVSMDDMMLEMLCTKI
FXN GAA850 act – activators of GAA850 frataxin (FXN) promoter; HEK293 lucGAA850 FXN promoter luciferase reporter, 24 h; percent of 10 µM SAHA response; activation, % at 6 µM; 0.56% of 360,000 active; AID 540364;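 active means activation above the average of all compounds screened plus 3 SD, cutoff fixed separately per campaign, cut at about 7.5% in these data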;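 further: 0% = DMSO wells and 100% = 10 µM SAHA wells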
ADAM10 inh – ADAM10 inhibition, QFRET primary screen | O14672 | recombinant ADAM10, EDANS/DABCYL FRET peptide cleavage, 3 h | inhibition, % at 7 µM | 0.62% of 370,000 active | AID 720582;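 active means inhibition above a per-campaign cutoff equal to the mean of compounds falling between control-based bounds plus 3 SD, cut at about 20% in these data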;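 further: 0% = DMSO wells while the 100% control is not disclosed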
SMARCA2 act – increases SMARCA2 function in MMTV reporter cells; MG213 cells, MMTV-luciferase reporter, dexamethasone, overnight; activation, % at 9.1 µM; 1% of 370,000 active; AID 652017; in the data active means activation above about 7.8%;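 further: 0% = vehicle wells and 100% = reference activator wells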
hgDAF-12 ag – agonists of H. glycines DAF-12 nuclear receptor; HEK293 GAL4-hgDAF12 UAS-luciferase reporter, agonist luminescence; normalized to butyrate control; activation, % at 6.8 µM; 1.8% of 370,000 active;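 active means activation above a cutoff set at the mean of all screened compounds plus 3 SD, cut at about 10% in these data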;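 further: 0% = DMSO wells and 100% = sodium butyrate wells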
ssDAF12 agonist – activates DAF-12 receptor from parasite S. stercoralis. HEK293 ssDAF-12/GRIP1 lit1-tk-luc reporter, luminescence; % of 3 µM dafachronic acid response. activation, % at 6.8 µM. 1% of 370,000 active. AID 652126;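 active means activation above the mean over all tested compounds plus 3 SD, cut at about 0.9% in these data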;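 further: 0% = DMSO-only wells and 100% = 3 µM delta7-dafachronic acid wells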
ADAM17 inh – inhibitors of human ADAM17; P78536; recombinant ADAM17, EDANS/DABCYL FRET peptide cleavage; inhibition, % at 6.95 µM; 0.83% of 370,000 active; AID 720648;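 active means inhibition above the mean of compounds lying between control limits plus 3 SD, set per campaign, cut at about 8.5% in these data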;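 further: 0% = DMSO-only wells as the low control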
Target sequence (P78536 215-824 limits assumed): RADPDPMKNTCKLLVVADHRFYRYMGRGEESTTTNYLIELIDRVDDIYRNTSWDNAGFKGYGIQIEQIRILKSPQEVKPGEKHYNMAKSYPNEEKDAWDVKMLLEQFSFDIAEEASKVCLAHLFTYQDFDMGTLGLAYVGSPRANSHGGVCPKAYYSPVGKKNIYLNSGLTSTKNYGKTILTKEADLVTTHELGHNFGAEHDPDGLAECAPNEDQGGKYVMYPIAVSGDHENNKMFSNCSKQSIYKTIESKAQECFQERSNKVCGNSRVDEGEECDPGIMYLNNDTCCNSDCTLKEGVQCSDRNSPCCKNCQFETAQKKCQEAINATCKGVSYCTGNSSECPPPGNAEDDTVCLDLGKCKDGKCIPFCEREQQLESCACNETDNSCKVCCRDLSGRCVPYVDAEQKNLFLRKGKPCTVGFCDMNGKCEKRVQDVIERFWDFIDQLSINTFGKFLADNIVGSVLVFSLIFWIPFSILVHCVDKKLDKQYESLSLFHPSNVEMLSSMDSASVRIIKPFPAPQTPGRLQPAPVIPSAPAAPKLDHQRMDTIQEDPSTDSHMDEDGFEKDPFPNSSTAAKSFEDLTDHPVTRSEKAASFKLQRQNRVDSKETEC
DAX1 inh-2 – DAX1 (NR0B1) inhibition, primary screen; HEK293T StAR-luciferase reporter, SF-1/DAX-1 repression relief; inhibition, % at 6.8 µM; 1.1% of 370,000 active; AID 652010;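 active means inhibition above the mean over all tested compounds plus 3 SD, cut at about 3.6% in these data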;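 further: 0% = DAX-1 cells with DMSO and 100% = cells lacking DAX-1 with DMSO; higher inhibition means more luminescence from relief of DAX-1 repression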
An asterisk follows results filed as active.

Results for COc1ccc(CCC(=O)Nc2ccc(C)c(S(=O)(=O)N(C)C)c2)cc1OC ?
NPR1 activator: -2.3; PG9 Ab binder: -1.3; hcDAF-12 act: -5.6; DAX1 inh-1: -2.8; FXN GAA850 act: -0.3; ADAM10 inh: -2.8; SMARCA2 act: -4.7; hgDAF-12 ag: -4.5; ssDAF12 agonist: -2.3; ADAM17 inh: 0.3; DAX1 inh-2: -2.5

What do the screens show for `OC[C@@H]1CC[C@@H]2O[C@H](CCc3ccc(-c4ccc(F)cc4)cc3)[C@H](n3cc(C4CC4)nn3)C[C@@H]2O1`?
NPR1 activator: 7.2; hcDAF-12 act: -1.0; ADAM10 inh: 17.3; SMARCA2 act: -4.3; hgDAF-12 ag: -0.5; ssDAF12 agonist: -1.6; ADAM17 inh: 6.4; DAX1 inh-2: -0.3

Results for NC(=O)C1=C[C@@H](c2coc3ccccc3c2=O)C[C@@H](OCc2ccc(CO)cc2)O1 ?
NPR1 activator: 1.0; PG9 Ab binder: -0.9; hcDAF-12 act: -1.1; DAX1 inh-1: 1.4; FXN GAA850 act: 0.6; ADAM10 inh: -4.3; SMARCA2 act: 0.3; hgDAF-12 ag: -0.3; ssDAF12 agonist: -1.4; ADAM17 inh: -2.2; DAX1 inh-2: -0.3

How did O=C(CCN1C(=O)S/C(=C\c2cccs2)C1=O)Nc1nccs1 do in these assays?
NPR1 activator: -1.4; PG9 Ab binder: 0.5; hcDAF-12 act: -0.9; DAX1 inh-1: -0.7; FXN GAA850 act: 1.3; ADAM10 inh: -10.8; SMARCA2 act: -4.1; hgDAF-12 ag: 2.8; ssDAF12 agonist: -1.0; ADAM17 inh: -9.4; DAX1 inh-2: 0.4

How did CSc1nc(C)c2c(n1)N(c1ccc(O)cc1)CC2 do in these assays?
NPR1 activator: -0.5; PG9 Ab binder: -2.2; hcDAF-12 act: -2.6; DAX1 inh-1: 0.3; FXN GAA850 act: 2.6; ADAM10 inh: -1.5; SMARCA2 act: -1.8; hgDAF-12 ag: 1.2; ssDAF12 agonist: -1.3; ADAM17 inh: -1.5; DAX1 inh-2: -0.3

How did CCNc1nc(SC(C)C(=O)OC)nc(N2CCOCC2)n1 (stereo not drawn) do in these assays?
NPR1 activator: -5.8; PG9 Ab binder: 1.6; hcDAF-12 act: 0.5; DAX1 inh-1: 0.5; FXN GAA850 act: 0.6; ADAM10 inh: -6.9; SMARCA2 act: 0.6; hgDAF-12 ag: -2.1; ssDAF12 agonist: -0.9; ADAM17 inh: -6.3; DAX1 inh-2: -0.7

How did COc1cc(NC(=O)COC(=O)[C@@H]2CCCN2S(=O)(=O)c2ccc(Cl)cc2)cc(OC)c1OC do in these assays?
NPR1 activator: 4.4; PG9 Ab binder: -2.0; hcDAF-12 act: -0.8; DAX1 inh-1: -0.1; FXN GAA850 act: 2.5; ADAM10 inh: 13.8; SMARCA2 act: -0.4; hgDAF-12 ag: 0.6; ssDAF12 agonist: -1.2; ADAM17 inh: 3.1; DAX1 inh-2: -0.2

Results for CCOc1ccc(NC(=O)c2ccccc2OCC(=O)c2ccccc2)cc1 ?
NPR1 activator: 0.2; PG9 Ab binder: -0.8; hcDAF-12 act: 0.6; DAX1 inh-1: 1.2; FXN GAA850 act: 0.7; ADAM10 inh: 6.8; SMARCA2 act: 4.9; hgDAF-12 ag: 1.7; ssDAF12 agonist: -1.4; ADAM17 inh: 1.2; DAX1 inh-2: -0.3

Results for COc1ccc(CC(C)N2CCN(c3ccccc3OC)CC2)cc1OC (stereo not drawn) ?
NPR1 activator: 1.0; PG9 Ab binder: -1.2; hcDAF-12 act: -2.1; DAX1 inh-1: 0.4; FXN GAA850 act: -2.9; ADAM10 inh: 9.4; SMARCA2 act: -1.4; hgDAF-12 ag: -0.6; ssDAF12 agonist: -2.0; ADAM17 inh: 0.1; DAX1 inh-2: -0.1

Results for O=C(COC(=O)Cc1c(F)cccc1Cl)NCCC1=CCCCC1 ?
NPR1 activator: -1.5; PG9 Ab binder: 0.6; hcDAF-12 act: 0.1; DAX1 inh-1: 0.5; FXN GAA850 act: 1.0; ADAM10 inh: -4.0; SMARCA2 act: -2.8; hgDAF-12 ag: -3.4; ssDAF12 agonist: -0.9; ADAM17 inh: -1.4; DAX1 inh-2: -0.4

Results for COc1cc2c(cc1OC)CN(c1ccc(C(F)(F)F)cn1)CC2 ?
NPR1 activator: 2.9; PG9 Ab binder: -2.3; hcDAF-12 act: -1.1; DAX1 inh-1: -0.6; FXN GAA850 act: 3.0; ADAM10 inh: -77.9; SMARCA2 act: -1.8; hgDAF-12 ag: 5.9; ssDAF12 agonist: -1.2; ADAM17 inh: -25.1; DAX1 inh-2: 0.6

What do the screens show for `COc1cc(/C=N/NC(=O)c2nc(-c3ccccc3)n(-c3ccccc3)n2)ccc1O`?
NPR1 activator: -7.6; PG9 Ab binder: -0.4; hcDAF-12 act: -1.7; DAX1 inh-1: -1.0; FXN GAA850 act: 0.8; ADAM10 inh: -2.1; SMARCA2 act: -2.9; hgDAF-12 ag: -3.8; ssDAF12 agonist: -1.5; ADAM17 inh: 3.2; DAX1 inh-2: -0.3

How did CC1(c2nnc(-c3ccc(F)cc3)o2)CC(c2ccccc2)=NO1 (stereo not drawn) do in these assays?
NPR1 activator: -0.7; PG9 Ab binder: 0.2; hcDAF-12 act: -1.1; DAX1 inh-1: 1.0; FXN GAA850 act: 1.4; ADAM10 inh: -1.3; SMARCA2 act: 0.8; hgDAF-12 ag: 0.3; ssDAF12 agonist: -1.0; ADAM17 inh: -3.6; DAX1 inh-2: -0.2

Results for CC1(OC(=O)CCc2ccccc2)C(=O)C=C2C=C(c3ccc(C#N)cc3)N(C3CCCC3)C=C2C1=O (stereo not drawn) ?
NPR1 activator: -0.1; PG9 Ab binder: 3.2; hcDAF-12 act: -1.4; DAX1 inh-1: -0.8; FXN GAA850 act: 0.9; ADAM10 inh: -77.7; SMARCA2 act: -0.1; hgDAF-12 ag: -0.6; ssDAF12 agonist: -1.1; ADAM17 inh: -23.1; DAX1 inh-2: 0.5

Results for Cc1cc(-c2n[nH]c(=S)n2/N=C/c2c[nH]c3ccccc23)n[nH]1 ?
NPR1 activator: 1.1; PG9 Ab binder: 0.2; hcDAF-12 act: 3.3; DAX1 inh-1: 1.4; FXN GAA850 act: 3.2; ADAM10 inh: 0.2; SMARCA2 act: -2.7; hgDAF-12 ag: -0.9; ssDAF12 agonist: -0.9; ADAM17 inh: -1.9; DAX1 inh-2: -0.2

How did CCOc1cc(C=O)ccc1OCC(=O)NC(C)(C)C do in these assays?
NPR1 activator: -1.3; PG9 Ab binder: -0.2; hcDAF-12 act: -0.4; DAX1 inh-1: 2.3; FXN GAA850 act: 0.4; ADAM10 inh: -0.7; SMARCA2 act: -1.1; hgDAF-12 ag: -4.6; ssDAF12 agonist: -0.3; ADAM17 inh: -0.3; DAX1 inh-2: 0.1

What do the screens show for `O=C1NC(=O)C(c2cccs2)(c2cccs2)N1`?
NPR1 activator: 1.2; PG9 Ab binder: -0.6; hcDAF-12 act: -2.7; DAX1 inh-1: 0.2; FXN GAA850 act: 0.4; ADAM10 inh: 13.6; SMARCA2 act: 0.3; hgDAF-12 ag: 0.8; ssDAF12 agonist: -1.0; ADAM17 inh: -1.5; DAX1 inh-2: -0.1

How did NS(=O)(=O)c1ccc(NC(=O)CN2C(=O)C3C4C=CC(C4)C3C2=O)cc1 (stereo not drawn) do in these assays?
NPR1 activator: -2.4; PG9 Ab binder: -2.5; hcDAF-12 act: -1.0; DAX1 inh-1: 5.5*; FXN GAA850 act: -2.0; ADAM10 inh: 8.0; SMARCA2 act: -0.9; hgDAF-12 ag: -1.2; ssDAF12 agonist: -0.9; ADAM17 inh: 3.0; DAX1 inh-2: 0.7

Results for O=C(COC(=O)c1ccccc1O)NC1CCCc2ccccc21 (stereo not drawn) ?
NPR1 activator: 2.0; PG9 Ab binder: 1.0; hcDAF-12 act: 1.0; DAX1 inh-1: 1.3; FXN GAA850 act: 0.3; ADAM10 inh: -0.6; SMARCA2 act: -0.1; hgDAF-12 ag: -2.8; ssDAF12 agonist: -0.6; ADAM17 inh: -0.3; DAX1 inh-2: -0.8

Results for O=C(CCCN1C(=O)c2ccccc2C1=O)Nc1ccc(S(=O)(=O)N2CCOCC2)cc1 ?
NPR1 activator: -1.8; PG9 Ab binder: -1.4; hcDAF-12 act: -0.2; DAX1 inh-1: 0.2; FXN GAA850 act: -3.4; ADAM10 inh: -5.7; SMARCA2 act: -0.1; hgDAF-12 ag: -2.1; ssDAF12 agonist: -1.4; ADAM17 inh: -2.1; DAX1 inh-2: -0.2

What do the screens show for `COc1cccc(-c2nc(CS(=O)(=O)c3ccccc3)no2)c1`?
NPR1 activator: -2.1; PG9 Ab binder: -0.4; hcDAF-12 act: 1.8; DAX1 inh-1: 1.7; FXN GAA850 act: 0.8; ADAM10 inh: 5.2; SMARCA2 act: 5.2; hgDAF-12 ag: 8.6; ssDAF12 agonist: -0.4; ADAM17 inh: 3.4; DAX1 inh-2: 2.4

Results for C[C@@H]1NS(=O)(=O)c2c(F)cccc2O[C@@H]1c1ccccc1 ?
NPR1 activator: 2.3; PG9 Ab binder: 0.1; hcDAF-12 act: -0.5; ADAM10 inh: -14.5; SMARCA2 act: 1.3; hgDAF-12 ag: -1.1; ssDAF12 agonist: -0.7; ADAM17 inh: -4.6; DAX1 inh-2: 0.1

Results for CC(Nc1cc(N2CCOCC2)ccc1[N+](=O)[O-])c1ccccc1 (stereo not drawn) ?
NPR1 activator: 9.4; PG9 Ab binder: -0.6; hcDAF-12 act: -3.6; DAX1 inh-1: 0.4; FXN GAA850 act: 8.8*; ADAM10 inh: -1.3; SMARCA2 act: 2.3; hgDAF-12 ag: -0.5; ssDAF12 agonist: -0.8; ADAM17 inh: -0.2; DAX1 inh-2: 0.4

What do the screens show for `COCCn1c(SCC(=O)OCc2ccccc2)nc2c1c(=O)[nH]c(=O)n2C`?
NPR1 activator: -0.8; PG9 Ab binder: -2.1; hcDAF-12 act: 1.2; DAX1 inh-1: -0.5; FXN GAA850 act: 1.5; ADAM10 inh: 1.5; SMARCA2 act: 0.1; hgDAF-12 ag: -3.1; ssDAF12 agonist: -1.4; ADAM17 inh: -3.3; DAX1 inh-2: -1.3

What do the screens show for `O=C(Cc1c(F)cccc1Cl)Nc1cccnc1`?
NPR1 activator: 1.4; PG9 Ab binder: -0.6; hcDAF-12 act: 2.3; DAX1 inh-1: -0.1; FXN GAA850 act: 3.1; ADAM10 inh: -6.8; SMARCA2 act: 1.4; hgDAF-12 ag: -0.2; ssDAF12 agonist: -1.2; ADAM17 inh: -5.6; DAX1 inh-2: 0.2

What do the screens show for `Cc1ccc(C2c3c(n[nH]c3C)C(=O)N2Cc2ccccc2)cc1` (stereo not drawn)?
NPR1 activator: 12.3; PG9 Ab binder: -0.9; hcDAF-12 act: -2.4; ADAM10 inh: 12.8; SMARCA2 act: -2.8; hgDAF-12 ag: -2.3; ssDAF12 agonist: -0.9; ADAM17 inh: 1.8; DAX1 inh-2: -0.6
